Source: PubChem BioAssay (National Center for Advancing Translational Sciences (NCATS))
LmPK inhibitor – blocks Leishmania mexicana pyruvate kinase activity. AID 1721. Potency, µM (series often up to 57.5 µM), for the others: top-dose activity change, negative = inhibition, hits mostly inhibitors. purified LmPK, Kinase-Glo ATP luminescence, 1 h. Q27686. 0.37% of 290,000 active; also: potency is read from the fitted curve at half-maximal effect; % is scaled to controls: 0 for no effect and ±100 for the full control effect
Target sequence (Q27686 whole entry, looked up): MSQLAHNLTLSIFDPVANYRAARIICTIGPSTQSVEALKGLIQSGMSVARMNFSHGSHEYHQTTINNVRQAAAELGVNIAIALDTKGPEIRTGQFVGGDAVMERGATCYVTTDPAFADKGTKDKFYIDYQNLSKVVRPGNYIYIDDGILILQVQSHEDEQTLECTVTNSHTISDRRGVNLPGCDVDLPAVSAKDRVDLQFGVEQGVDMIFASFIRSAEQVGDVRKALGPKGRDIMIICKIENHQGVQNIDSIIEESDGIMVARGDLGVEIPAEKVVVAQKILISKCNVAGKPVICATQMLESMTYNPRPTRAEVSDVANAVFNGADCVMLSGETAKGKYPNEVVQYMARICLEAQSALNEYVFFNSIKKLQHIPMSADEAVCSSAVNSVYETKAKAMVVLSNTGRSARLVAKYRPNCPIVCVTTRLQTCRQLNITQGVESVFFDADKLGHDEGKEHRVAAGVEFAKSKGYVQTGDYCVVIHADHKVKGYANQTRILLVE
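Purified LmPK (0.1 nM) converted ADP (0.1 mM) to ATP with PEP (0.5 mM) in imidazole buffer pH 7.2 with KCl and MgCl2, 1 h at room temperature. ATP was read by Kinase-Glo luminescence; data normalized to uninhibited and no-enzyme controls.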
TbPYK inhibitor – blocks Trypanosoma brucei pyruvate kinase | TbPYK enzyme, Kinase-Glo Plus ATP luminescence, 45 min | Q57TT1 | Potency, µM (top dose mostly 76.8 µM), inactives show at the top dose activity, negative = inhibition, most hits filed as inhibitors | 0.12% of 410,000 active; also: potency is read from the fitted curve at half-maximal effect; % is scaled to controls: 0 for no effect and ±100 for the full control effect; nearly all actives have a fitted effect of over 50% in size
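TbPYK + substrate in 50 mM TEA pH 7.2, 100 mM KCl, 10 mM MgCl2, 0.05% BSA, 0.01% Tween-20; cpd pinned; ADP 130 uM final; 45 min RT; Kinase-Glo Plus 10 min; luminescence endpoint.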
Pf growth 96h – P. falciparum growth inhibition at 96 hour, primary screen for plastid delayed-death inhibitors. P. falciparum luciferase reporter growth, 96 h. Potency, µM (doses to about 28.7 µM), inactives show at the highest dose activity change, negative = inhibition, most hits filed as inhibitors. 6.9% of 320,000 active. AID 504834; also: potency is read from the fitted curve at half-maximal effect; % is scaled to controls: 0 for no effect and ±100 for the full control effect
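Compounds incubated with erythrocytes infected by luciferase-expressing P. falciparum (2% hematocrit, 0.05% parasitemia final) for 96 hours, 37 C in 5% CO2. Growth inhibition scored as decreased luciferase luminescence.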
Cycloheximide cs – affects cycloheximide protein synthesis inhibition readout, counter-screen; cell reporter, cycloheximide protein synthesis inhibition counterscreen; max response, %; AID 2314; 12% of 300,000 active; in the data active = max response mostly above about 13%, no sharp cut-off; inactive = mostly below about 14%; also: read at 38.3 µM for the half of the compounds with a filed dose; 0% is about no effect
Shiga toxin inh – blocks Shiga toxin action in Vero cells | AID 2315 | inhibition, % at 38.7 µM | 9.2% of 290,000 active | Vero cells, Shiga toxin protein synthesis inhibition reporter; in the data active = inhibition mostly above about 28%, no sharp cut-off; inactive = mostly below about 43%; also: 0% is about no effect
HCV inhibitor – inhibitors of hepatitis C virus infection. 3.4% of 340,000 active. Potency, µM (doses to about 41.8 µM), for the others: at the highest dose activity change, negative = inhibition, usual class: inhibitors. Huh7.5.1 HCVcc-Cre infection, luciferase reporter, 44 h; also: potency is read from the fitted curve at half-maximal effect; % is scaled to controls: 0 for no effect and ±100 for the full control effect
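Cells seeded at 1,000/well and cultured 4 h, then compounds added followed by HCVcc-Cre virus (~0.5 moi). After 44 h further culture, luciferase substrate was added, plates held 15 min at room temperature, and luminescence read for 15 sec.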
Pf growth 48h – P. falciparum growth inhibition at 48 hours (one generation) | Potency, µM (doses to about 28.7 µM), inactives show at the top dose activity change, negative = inhibition, usual class: inhibitors | AID 504832 | 5.9% of 310,000 active | P. falciparum luciferase growth in erythrocytes, 48 h; also: potency is read from the fitted curve at half-maximal effect; % is scaled to controls: 0 for no effect and ±100 for the full control effect
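Luciferase-expressing P. falciparum in infected erythrocytes (2% hematocrit, 0.1% parasitemia final) in RPMI 1640/0.5% Albumax were exposed to compound for 48 hours at 37 C, 5% CO2; growth read as luminescence.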
The depositor's hits bear a star; ? = inconclusive; nt = not tested or not shown; & = joins results of further samples; [ ] = another dose, or the depositor's remark. Unless noted, calls follow the shape of the dose curve; as a rule, active = well fitted curve in the direction sought with a large enough effect; inconclusive = small, poorly fitted or top-dose-only effect, or another doubt; inactive = no such curve, though single readings can be large; an effect the other way counts as inactive or inconclusive.

entry | SMILES | LmPK inhibitor | TbPYK inhibitor | Pf growth 96h | Cycloheximide cs | Shiga toxin inh | HCV inhibitor | Pf growth 48h
1 | CCOC(=O)c1cnc2cc(C)nn2c1-c1ccccc1 | 1% | -1% | 96%[activator] | -7 | -17 | -3% | 4%
2 | CCC(=O)N1CCc2cc(S(=O)(=O)NC(C(=O)N3CCN(c4ccc(F)cc4)CC3)C(C)C)ccc21 (configuration not stated) | 0% | 4% | -2% | -3 | 17* | 4% | ?
3 | COn1c(SCc2ccc(Cl)cc2)nc2ccccc2c1=O | 8% | -25% | ? | -4 | 19 | -18% | -10%
4 | COCCCNc1ncnc2ccc(C)cc12 | 0% | -3% | ? | 15* | 39* | ? | 48%[activator]
5 | Nc1nc(Cl)cc(Nc2ccccc2Cl)n1 | 4% | 5% | 62%[activator] | 12* | 18 | -16% | 20%
6 | Cc1ccc(S(=O)(=O)N2CCN(C(=O)N3CCOCC3)C2C)cc1 (configuration not stated) | 0% | -19% | ? | 1 | -15 | 6% | 8%
7 | CCCCN(CC)C(=O)c1ccc(Cl)cc1 | 0% | 0% | 44%[5.75 µM] | -5 | -3 | -2% | 28%
8 | Cc1ccccc1C(=O)N(Cc1cccs1)C1CCS(=O)(=O)C1 (configuration not stated) | -4% | -2% | -26% | -2 | -8 | -1% | 15%

Looked up one by one from the entries so far (2):
entry | SMILES | LmPK inhibitor | TbPYK inhibitor | Pf growth 96h | Cycloheximide cs | Shiga toxin inh | HCV inhibitor | Pf growth 48h
7 | CCCCN(CC)C(=O)c1ccc(Cl)cc1 | 0% | 0% | 44%[5.75 µM] | -5 | -3 | -2% | 28%
5 | Nc1nc(Cl)cc(Nc2ccccc2Cl)n1 | 4% | 5% | 62%[activator] | 12* | 18 | -16% | 20%

The list goes on:
entry | SMILES | LmPK inhibitor | TbPYK inhibitor | Pf growth 96h | Cycloheximide cs | Shiga toxin inh | HCV inhibitor | Pf growth 48h
9 | CN(C)S(=O)(=O)c1ccc2c(c1)nc1n2CCC1 | -3% | -13% | nt | -1 | 6 | 5% | 16%
10 | O=C(Nc1ccccc1F)c1ccc(CSc2ccccc2)o1 | 0% | -6% | 0% | 54* | 63* | 11% | 34%[activator]
11 | CNc1ccc(C2(O)C(=O)c3ccccc3C2=O)cc1 | -2% | 2% | 11% | -1 | -2 | 4% | 0%
12 | O=C(/C=C/c1ccccc1[N+](=O)[O-])NCc1ccccc1Cl | -5% | 2% | -22% | 50* | 60 | -27% | -10%
13 | COc1ccc(-c2cc(C(=O)N3CCN(c4ncccn4)CC3)c3ccccc3n2)c(OC)c1 | 2% | -2% | 1.9µM* | -2 | 18 | ? | ?
14 | COC(=O)C1=C(N)c2c(F)cccc2C1(C#N)c1ccccc1 (configuration not stated) | 5% | -6% | ? | -2 | -25 | -2% | nt
15 | CCN1CCN(C(=O)c2sc3ncnc(N4CCc5ccccc5C4)c3c2C)CC1 | 15% | -2% | 0% | -2 | -17 | ? | -25%
16 | O=c1[nH]c2cc3c(cc2cc1CN(Cc1nnnn1CC1CCCO1)C1CCCCC1)OCO3 (configuration not stated) | 2% | -12% | -13% | 0 | 31 | -4% | ?
17 | Cc1cccc(Nc2ncnc3onc(-c4cccc(Cl)c4)c23)c1 | 3% | -18% | -99% | -1 | 4 | ? | ?
18 | COc1ccc2cc(C#N)c(N3CCOCC3)nc2c1 | -5% | -1% | 2% | -2 | -3 | ? | 6%
19 | COc1cccc(-c2nnc(SCc3ccc(C#N)cc3)n2Cc2ccco2)c1 | 0% | -25% | 1% | -3 | 29 | ? | ?
20 | C[C@H]1CC[C@@]2(O[C@@H](CCO)C[C@@H](O)[C@@H]2O)O1 | 0% | 3% | 59%[activator] | -3 | -7 | 2% | 47%[activator]
21 | CCOC(=O)c1cc(-c2ccccc2)sc1NC(=O)C(C)N1C(=O)NC(C)(c2ccc(Cl)cc2)C1=O (configuration not stated) | 6% | 5% | 9.3µM* | -2 | -3 | ? | nt
22 | O=C(COC(=O)c1cccc(NS(=O)(=O)/C=C/c2ccccc2)c1)Nc1ccccc1OC(F)F | 1% | 2% | 15% | 1 | -4 | -3% | 21%
23 | Cc1nn(C)c(=O)n1-c1ccc(Oc2ccccc2)cc1 | -4% | 3% | 42%[activator] | 11* | -7 | 1% | 52%[activator]
24 | [O-][n+]1c2c(nn1-c1ccc(Cl)c(Cl)c1)-c1nonc1CC2 | 9% | -1% | 25% | -2 | -6 | -17% | 29%
25 | Nc1nc(N)nc(NC2CC2)n1 | nt | 1% | -18% | nt | nt | nt | 8%
26 | CC(=O)Nc1cc(C(C)(C)C)c(O)c(C(C)(C)C)c1 | 3% | 4% | -18% | -2 | -19 | -27% | nt
27 | COc1ccccc1OCC(=O)Nc1ccc2c(c1)n(C)c(=O)n2C | -3% | -4% | 74%[activator] | 6 | 11 | 17% | 9%
28 | COc1ccc([C@H]2Oc3cc(O)cc(O)c3C(=O)C2[C@@H]2C(=O)c3c(O)cc(O)cc3O[C@@H]2c2ccc(OC)cc2)cc1 (some centres not stated) | 7% | -1% | ? | -6 | -7 | -10% | ?
29 | Clc1cc(Cl)c(Cl)cc1Cl | nt | 1% | -27% | nt | nt | 17% | 20%
30 | Cc1ccc(S(=O)(=O)n2c3ccc(Cl)cc3c3nc(C)sc32)cc1 | 1% | 2% | ? | 1 | -7 | -14% | 18%
31 | CCOC(=O)c1ccccc1NC(=O)C1CCN(c2ncnc3sc(C)c(C)c23)CC1 | nt | 5% | -14% | nt | nt | ? | 10µM*
32 | O=S1(=O)CCOC[C@H](CC2CCCCC2)N1Cc1ccc(F)cc1 | -4% | -3% | ? | 17* | 20* | 9% | ?
33 | CC1(C)CC2(CC(C)(C)NC(=O)N2)NC(=O)N1 | 0% | -10% | 20% | 10 | -13 | 10% | 0%
34 | N#Cc1cc2c(nc1S(=O)(=O)Cc1ccccc1)CCCC2 | -3% | -12% | 16% | -2 | -3 | 13% | 4%
35 | COc1ccc(/C=N/n2cc(-c3ccc(OC)cc3)nc2N)cc1 | -1% | 3% | ? | 10 | 11 | 4% | ?
36 | Cc1cccc(COCC(Cc2ccccc2)N2CCN(C(=O)c3ccc(C(F)(F)F)cc3)CCC2=O)c1 (configuration not stated) | 2% | 3% | ? | -1 | 12 | -16%[8.37 µM] | ?
37 | O=C(Nc1ccncc1)c1ccc(-c2ccccc2)cc1 | -3% | 9% | ? | 36* | 121* | 10µM* | -14%
38 | Cn1c(SCc2cc(=O)[nH]c3ccccc23)nnc1-c1ccco1 | 2% | -5% | -27% | -3 | 2 | 9% | 18%
39 | CCOc1nc2cnccc2n(CC(=O)Nc2cccc(C)c2)c1=O | -11% | 1% | 13% | 6 | -4 | 17% | 6%
40 | O=C(Nc1nc2c(s1)CCCC2)c1ccc2ncsc2c1 | -1% | -29% | ? | 41* | 67* | ? | -61%
41 | O=C(COC(=O)/C=C/c1ccccc1)Nc1cccc(Oc2ccccc2)c1 | 1% | -10% | -2% | 1 | -11 | -8% | 3%
42 | O=C(NC(=S)Nc1ccc(S(=O)(=O)Nc2nccs2)cc1)c1ccc(F)c(F)c1 | 1% | -7% | 0% | -2 | -16 | 1% | 8%
43 | Cc1cc(C)nc(NC(=O)c2ccc(Cl)cc2)n1 | -6% | -6% | -11% | -4 | -2 | -3% | 34%[activator]
44 | COc1ccccc1CNC(=O)C(C)n1nc(C)c2c(C)n(-c3ccccc3)nc2c1=O (configuration not stated) | -11% | 3% | ? | 17 | 8 | -27% | ?
45 | Cc1ccc(NC(=O)CN(C)C(=O)CSc2nc3ccccc3c(=O)n2CCO)cc1 | nt | 2% | -18% | nt | nt | ? | -10%
46 | COc1ccc(OCC(=O)Nc2ccc(S(=O)(=O)Nc3cc(C)on3)cc2)cc1 | nt | 3% | 1% | nt | nt | 9% | -4%
47 | CCC1SC2=NC(C)=C(C(=O)OC)C(c3ccc(C)cc3)N2C1=O (configuration not stated) | 5% | 1% | ? | 2 | 4 | -8% | ?
48 | COC(=O)c1ccsc1NC(=O)CCc1ccccc1 | -16% | 5% | 115%[activator] | 48* | 65* | 4% | 131%[activator]
49 | CSc1ccccc1NC(=O)c1ccccc1 | -1% | -3% | 25% | 8 | 2 | 18% | ?
50 | CC1(C)Cc2c(c(N3CCOCC3)nc3sc4c(NCc5ccco5)nnnc4c23)CS1 | -1% | -8% | 10% | -3 | -15 | ? | ?
51 | COc1ccc(-c2nnn(CC(=O)N(CCN3CCOCC3)C(C(=O)NC3CCCC3)c3ccco3)n2)cc1 (configuration not stated) | 1% | -4% | -10% | -1 | -5 | 10% | ?
52 | Cc1c(Cl)c([N+](=O)[O-])nn1CC(=O)N1CCCC1 | -3% | -1% | ? | 3 | 3 | 4% | -7%
53 | CCCc1cc(C(=O)Nc2ccn(Cc3ccc(C)cc3)n2)no1 | -5% | 10% | -14% | 1 | 21 | ? | ?
54 | O=C(Nc1ccccc1)Nc1ccccc1NS(=O)(=O)c1cccs1 | -1% | -4% | ? | -4 | -9 | 16% | 12%
55 | COc1ccc(S(=O)(=O)N2CCCN(CC(=O)Nc3ccc(NC(C)=O)cc3)CC2)cc1 | -7% | -3%&-4% | -14% | 1 | -8 | 5% | 4%
56 | O=C(NCCN1CCCOC1=O)C(=O)NCCN1CCCOC1=O | -3% | -4% | 3% | -2 | -22 | 22% | 19%
57 | COC(=O)CC1C(=O)NCCN1C(=O)CSc1nnc(Nc2ccc(OC)cc2)s1 (configuration not stated) | -9% | 3% | nt | 5 | -21 | 5% | ?
58 | COC(=O)c1cc(S(=O)(=O)N2CCN(c3ccc(F)cc3)CC2)cn1C | 1% | -1%&-6% | 9.3µM* | -7 | -2 | -16% | 29%

Grouped by structure, those above containing fluorine
entry | SMILES | LmPK inhibitor | TbPYK inhibitor | Pf growth 96h | Cycloheximide cs | Shiga toxin inh | HCV inhibitor | Pf growth 48h
2 | CCC(=O)N1CCc2cc(S(=O)(=O)NC(C(=O)N3CCN(c4ccc(F)cc4)CC3)C(C)C)ccc21 (configuration not stated) | 0% | 4% | -2% | -3 | 17* | 4% | ?
10 | O=C(Nc1ccccc1F)c1ccc(CSc2ccccc2)o1 | 0% | -6% | 0% | 54* | 63* | 11% | 34%[activator]
14 | COC(=O)C1=C(N)c2c(F)cccc2C1(C#N)c1ccccc1 (configuration not stated) | 5% | -6% | ? | -2 | -25 | -2% | nt
22 | O=C(COC(=O)c1cccc(NS(=O)(=O)/C=C/c2ccccc2)c1)Nc1ccccc1OC(F)F | 1% | 2% | 15% | 1 | -4 | -3% | 21%
32 | O=S1(=O)CCOC[C@H](CC2CCCCC2)N1Cc1ccc(F)cc1 | -4% | -3% | ? | 17* | 20* | 9% | ?
36 | Cc1cccc(COCC(Cc2ccccc2)N2CCN(C(=O)c3ccc(C(F)(F)F)cc3)CCC2=O)c1 (configuration not stated) | 2% | 3% | ? | -1 | 12 | -16%[8.37 µM] | ?
42 | O=C(NC(=S)Nc1ccc(S(=O)(=O)Nc2nccs2)cc1)c1ccc(F)c(F)c1 | 1% | -7% | 0% | -2 | -16 | 1% | 8%
58 | COC(=O)c1cc(S(=O)(=O)N2CCN(c3ccc(F)cc3)CC2)cn1C | 1% | -1%&-6% | 9.3µM* | -7 | -2 | -16% | 29%
